Screening results: PubChem BioAssay, several laboratories
LMPTP block – blocks human LMPTP phosphatase. 360,000 compounds, 0.22% hits. recombinant LMPTP-A, OMFP fluorogenic substrate, fluorescence intensity. P24666. AID 651560. inhibition, % at 20 µM;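 active = compounds that cut the enzyme signal by at least half of the control window in the single-dose screen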;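 note: plate controls were DMSO wells with enzyme plus substrate for no effect and substrate without enzyme for full effect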
Target sequence (P24666 whole entry, looked up): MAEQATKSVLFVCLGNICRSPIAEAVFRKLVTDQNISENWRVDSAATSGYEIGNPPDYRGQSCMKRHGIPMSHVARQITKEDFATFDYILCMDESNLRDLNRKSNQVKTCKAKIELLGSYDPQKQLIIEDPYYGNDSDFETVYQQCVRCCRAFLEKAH
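Test system: LMPTP-A phosphatase enzyme; input: 0.625 nM LMPTP-A final; reagent: OMFP substrate, 400 µM final; compound dosing: 20 µM single dose, 3% DMSO; incubation: 50 min dark incubation at room temperature; measured by: endpoint fluorescence intensity from OMFP dephosphorylation; measure: % inhibition relative to no-enzyme and uninhibited control wells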
TbMetRS inhib – Trypanosoma brucei MetRS inhibition | purified T. brucei MetRS, ATP depletion, Kinase-Glo luminescence | inhibition, % at 11.9 µM | 360,000 compounds, 0.4% hits;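 active = inhibition above a per-plate cutoff of the control wells' mean inhibition plus 3 SD, cut at about 5.5% in these data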;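 note: 0% = DMSO wells median and 100% = median of wells with control inhibitor compound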
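Material: T. brucei methionyl-tRNA synthetase, purified; reagent: substrates ATP, L-methionine and bulk Escherichia coli tRNA; dosing: 11.9 µM single point; timing: 15 min plus 2 h at 25 °C; detection: luminescence of leftover ATP; evaluation: % inhibition; control set: DMSO-only wells as low control; replicates: singlicate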
Rpn11 block – inhibitors of human proteasome Rpn11. O00487. human 26S proteasome, Ub4-pepOG fluorescence polarization; 20S core pre-blocked with epoxomicin. calls only at 20 µM. 360,000 compounds, 0.59% hits. AID 588493;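 active = inhibition at 20 µM, scaled to each plate's controls, above about 33%, limit read from the data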
Target sequence (O00487 whole entry, looked up): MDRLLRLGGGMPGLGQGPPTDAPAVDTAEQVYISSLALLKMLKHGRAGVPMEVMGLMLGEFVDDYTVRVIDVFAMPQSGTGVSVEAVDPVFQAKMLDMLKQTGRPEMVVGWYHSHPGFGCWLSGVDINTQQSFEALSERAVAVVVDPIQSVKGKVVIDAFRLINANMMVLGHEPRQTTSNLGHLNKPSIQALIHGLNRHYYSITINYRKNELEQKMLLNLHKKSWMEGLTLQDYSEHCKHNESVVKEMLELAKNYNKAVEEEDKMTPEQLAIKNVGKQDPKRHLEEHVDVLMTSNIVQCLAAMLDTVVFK
MsrA inh – inhibits bovine methionine sulfoxide reductase A. purified bovine MsrA, absorbance read-out. inhibition, % at 15.5 µM. 360,000 compounds, 0.75% hits; in the data active = inhibition above about 4.5%;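 note: 0% = vehicle wells with enzyme and 100% = reference inhibitor wells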
Scp1 inh – inhibitors of human Scp-1 phosphatase; Recombinant Scp1, phosphopeptide, malachite green phosphate absorbance; Q9GZU7; inhibition, % at 20 µM; 340,000 compounds, 0.88% hits;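 active = inhibition above about 50% at 20 µM, limit read from the data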;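 note: plate controls were DMSO wells with enzyme for no effect and wells lacking enzyme for full effect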
Target sequence (Q9GZU7 76-261 limits assumed): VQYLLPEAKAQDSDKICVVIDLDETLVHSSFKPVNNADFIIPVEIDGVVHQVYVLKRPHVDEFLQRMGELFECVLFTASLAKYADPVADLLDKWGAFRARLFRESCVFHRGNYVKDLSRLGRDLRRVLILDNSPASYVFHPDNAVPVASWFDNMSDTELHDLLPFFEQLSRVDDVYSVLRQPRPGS
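Assay system: SCP-1 catalytic fragment, aa 76-261 | Buffer or medium: Tris acetate buffer pH 5.5 with MgCl2 and Tween-20 | Compound: One concentration, 20 µM, with 1.0% DMSO | Also added: Phospho 17-mer peptide substrate | Signal: Absorbance at 630 nm | Incubation: 45 min enzyme reaction at room temperature | Measure: % inhibition of SCP-1 phosphate liberation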
SUMO1-SIM PPI – alters human SUMO1 binding to SIM partners; P63165; AID 602429; inhibition, % at 20 µM; SUMO1 binding to a labelled peptide, TR-FRET, 1 h; 360,000 compounds, 0.33% hits; in the data active = inhibition above about 37%
Target sequence (P63165 whole entry, looked up): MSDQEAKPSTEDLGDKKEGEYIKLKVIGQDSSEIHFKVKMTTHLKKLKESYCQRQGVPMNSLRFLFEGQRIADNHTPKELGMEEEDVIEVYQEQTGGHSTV
CSN inh – blocks human CSN-mediated cullin deneddylation; AID 651999; Q92905; inhibition, % at 12.5 µM; Purified CSN, SCF-Nedd8-OG deneddylation, fluorescence polarization; 360,000 compounds, 0.38% hits;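 active = pattern-corrected inhibition above about 35%, with an unprinted fluorescence ratio check between 0.5 and 1.5, limit read from the data, passing the limit was not always enough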;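 note: 0% = enzyme with substrate and 100% = substrate without enzyme; some results filed as inactive read as strong as hits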
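Material: purified human Csn5 enzyme expressed in HEK293T cells / Medium: Tris buffer pH 7.5, NaCl, DTT, Tween-20, trehalose, ovalbumin / Compound dosing: 12.5 µM single point / Schedule: 90 min incubation of compound, enzyme and substrate at room temperature / Signal: fluorescence polarization of the substrate / Control set: no-enzyme wells high, enzyme-with-substrate wells low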
NadD inh – NadD (S. aureus) enzyme inhibition; purified NadD enzyme, colorimetric absorbance read-out; inhibition, % at 20 µM; 360,000 compounds, 0.78% hits; in the data active = inhibition above about 26%; note: some compounds past the cut are filed as inactive
DNMT1 inh – DNMT1 (human) enzyme inhibition; 360,000 compounds, 0.83% hits; inhibition (reported as % activation of signal), % at 10 µM; AID 588458; P26358; DNMT1 molecular beacon, Hinp1I cleavage, fluorescence; in the data active = inhibition above about 50%
STEP block – inhibitors of human striatal-enriched phosphatase STEP; P54829; recombinant STEP, OMFP fluorogenic substrate, fluorescence; inhibition, % at 20 µM; 360,000 compounds, 0.25% hits;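 active = inhibition at 20 µM, scaled per plate between control wells, above about 37%, limit read from the data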;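 note: 0% = DMSO with enzyme and substrate and 100% = substrate only without enzyme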
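Also added – OMFP at 25 µM · Test system – STEP tyrosine phosphatase · Technique – FITC-channel fluorescence of OMFP product · Schedule – 20 min at room temperature, dark · Evaluation – control-normalized % inhibition with plate pattern correction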
An asterisk follows results filed as active; i = inactive; nt = not tested or not shown.

SMILES	LMPTP block	TbMetRS inhib	Rpn11 block	MsrA inh	Scp1 inh	SUMO1-SIM PPI	CSN inh	NadD inh	DNMT1 inh	STEP block
CCc1cc(C(=O)NNC(=S)NCC2CCCO2)cs1 (stereo not drawn)	-2.6	-0.5	i	1.6	-9	-1	4	-7	3	-4
CCc1ccccc1NC(=O)c1cc2sccc2n1C	0.4	-0.8	i	-0.7	-12	5	9	-8	1	-1
C=C[C@@H](C)N(Cc1ccc(OC)cc1)S(=O)(=O)N(Cc1ccccc1)[C@H](C=C)C(C)C	3.9	-0.3	i	0.0	-11	0	-4	1	11	5
COCc1cccc(-c2csc(C(NC(C)=O)c3ccccc3)n2)c1 (stereo not drawn)	-0.8	-0.3	i	0.7	nt	-6	2	2	5	1
NC(=O)C1CCN(C(=O)CCc2ccsc2)CC1	-1.6	0.4	i	-0.9	1	-4	6	-5	1	-3
O=[N+]([O-])c1ccc2cn(C3OC(CO)C(O)C3O)nc2c1 (stereo not drawn)	-3.1	-0.3	i	1.8	nt	-37	-2	1	0	0
N#C/C(C(=O)Oc1ccccc1)=C1\C=CC=CN1	-1.2	-0.4	i	3.0	-5	-4	0	-1	-1	-1
COc1ccc(/C=C/CN2CCCC(C(=O)c3cc(F)ccc3F)C2)cc1 (stereo not drawn)	-0.9	0.0	i	0.3	-5	10	1	0	-1	3
O=C1CCN(S(=O)(=O)c2ccc(Cl)cc2)CC1	-1.9	0.5	i	0.4	-7	3	-5	-3	0	-3
CC1(C)C(=O)N(c2ccccc2)C(=O)c2ccccc21	-1.0	0.2	i	0.7	-2	-1	-5	0	-1	-2
Cc1onc(C(=O)N2CCN(Cc3ccccc3)CC2)c1[N+](=O)[O-]	0.1	-0.7	i	-0.4	-4	4	0	-3	3	-2
COc1ccc(NC2=CC(=O)CC(C)(C)C2)cc1	-0.8	-0.5	i	3.2	-4	5	-1	-4	0	2
Cc1c(Br)c(C(=O)NCc2cc3cc(Cl)ccc3[nH]2)nn1C	1.3	1.7	i	0.7	-7	0	-1	3	-18	-7
O=C(NCCc1ccccc1)C1CCC(CNS(=O)(=O)c2ccccc2)CC1 (stereo not drawn)	-0.7	0.0	i	-0.4	-1	2	5	-1	2	-1
NS(=O)(=O)c1ccc(NC(=O)COC(=O)CSCc2ccc(F)cc2)cc1	0.3	-0.2	i	-0.1	-6	4	-8	-4	-1	-3
O=C1CN(c2ccccc2)C(=S)N1c1ccccc1	-2.7	-0.7	i	-0.2	0	6	-1	-1	4	-3
CC1CCc2nc(N)c(C#N)c(-c3cccn3C)c2C1 (stereo not drawn)	0.2	-1.2	i	1.4	-5	2	3	-3	-6	5
FC(F)(F)c1nnc2ccc(Sc3ccccn3)nn12	-0.7	-1.0	i	0.8	-2	0	1	-4	1	-2
CCOc1ccc(-c2csc(/C(C#N)=C\c3ccc(O)c([N+](=O)[O-])c3)n2)cc1	9.7	0.7	i	3.4	-5	26	4	48*	13	3
CCOC(=O)C(Cc1ccccc1)C(=O)Nc1ccc(N(CC)CC)cc1 (stereo not drawn)	-1.5	-0.5	i	0.8	-8	-3	-16	-7	-9	-3
Cn1c(=O)c2cc(NC(=S)NCc3ccccc3F)ccc2n1Cc1ccc(F)cc1	0.1	2.2	i	0.6	nt	-3	5	2	-11	1
COc1ccc(CN(C)C[C@H]2OCc3cnnn3CCCC(=O)N([C@H](C)CO)C[C@@H]2C)cc1	-1.9	-0.7	i	-1.6	nt	-2	4	7	1	-1
COc1ccc(N2CCN(C(=O)c3cc(=O)c4cc(C)c(C)cc4o3)CC2)cc1	1.8	-1.3	i	-0.8	-6	2	-1	-5	1	-3
COc1ccc(/C=N\NC(=O)c2sc(N)nc2C)cc1OC	0.7	-0.3	i	7.9*	-5	-2	2	6	6	-2
CC1=CC(c2ccc(Cl)cc2)n2nc(NS(=O)(=O)c3ccc(C)cc3)nc2N1 (stereo not drawn)	16	-0.3	i	1.7	19	1	1	21	5	-2
NNC(=O)c1ccc(CSc2cccc3cccnc23)cc1	0.8	-0.7	i	0.9	6	-17	-3	8	-2	-1
COc1ccc(CC(=O)Nc2cccc(S(=O)(=O)N3CCCC3)c2)cc1OC	0.5	0.1	i	0.5	-2	36	0	-2	-4	3
O=C1C2ON(c3ccccc3)C(c3cccnc3)C2C(=O)N1c1ccccc1 (stereo not drawn)	-1.5	0.0	i	0.1	-2	-2	-4	-6	-1	-3
COc1cccc2cc(C(=O)NCc3ccc(C)cc3)c(=O)oc12	-0.8	0.2	i	nt	-2	-25	3	0	5	-1
CCCOC(=O)Nc1sc2c(c1C(=O)OCC)CCC2	0.7	-0.3	i	0.6	-7	1	-3	-3	-1	3

16 compounds from above, sorted by SMILES length, smallest number first:
SMILES	LMPTP block	TbMetRS inhib	Rpn11 block	MsrA inh	Scp1 inh	SUMO1-SIM PPI	CSN inh	NadD inh	DNMT1 inh	STEP block
O=C1CN(c2ccccc2)C(=S)N1c1ccccc1	-2.7	-0.7	i	-0.2	0	6	-1	-1	4	-3
CCCOC(=O)Nc1sc2c(c1C(=O)OCC)CCC2	0.7	-0.3	i	0.6	-7	1	-3	-3	-1	3
NNC(=O)c1ccc(CSc2cccc3cccnc23)cc1	0.8	-0.7	i	0.9	6	-17	-3	8	-2	-1
CC1CCc2nc(N)c(C#N)c(-c3cccn3C)c2C1 (stereo not drawn)	0.2	-1.2	i	1.4	-5	2	3	-3	-6	5
COc1ccc(/C=N\NC(=O)c2sc(N)nc2C)cc1OC	0.7	-0.3	i	7.9*	-5	-2	2	6	6	-2
COc1cccc2cc(C(=O)NCc3ccc(C)cc3)c(=O)oc12	-0.8	0.2	i	nt	-2	-25	3	0	5	-1
Cc1c(Br)c(C(=O)NCc2cc3cc(Cl)ccc3[nH]2)nn1C	1.3	1.7	i	0.7	-7	0	-1	3	-18	-7
CCOC(=O)C(Cc1ccccc1)C(=O)Nc1ccc(N(CC)CC)cc1 (stereo not drawn)	-1.5	-0.5	i	0.8	-8	-3	-16	-7	-9	-3
O=C(NCCc1ccccc1)C1CCC(CNS(=O)(=O)c2ccccc2)CC1 (stereo not drawn)	-0.7	0.0	i	-0.4	-1	2	5	-1	2	-1
O=C1C2ON(c3ccccc3)C(c3cccnc3)C2C(=O)N1c1ccccc1 (stereo not drawn)	-1.5	0.0	i	0.1	-2	-2	-4	-6	-1	-3
COc1ccc(CC(=O)Nc2cccc(S(=O)(=O)N3CCCC3)c2)cc1OC	0.5	0.1	i	0.5	-2	36	0	-2	-4	3
Cn1c(=O)c2cc(NC(=S)NCc3ccccc3F)ccc2n1Cc1ccc(F)cc1	0.1	2.2	i	0.6	nt	-3	5	2	-11	1
COc1ccc(N2CCN(C(=O)c3cc(=O)c4cc(C)c(C)cc4o3)CC2)cc1	1.8	-1.3	i	-0.8	-6	2	-1	-5	1	-3
CC1=CC(c2ccc(Cl)cc2)n2nc(NS(=O)(=O)c3ccc(C)cc3)nc2N1 (stereo not drawn)	16	-0.3	i	1.7	19	1	1	21	5	-2
CCOc1ccc(-c2csc(/C(C#N)=C\c3ccc(O)c([N+](=O)[O-])c3)n2)cc1	9.7	0.7	i	3.4	-5	26	4	48*	13	3
COc1ccc(CN(C)C[C@H]2OCc3cnnn3CCCC(=O)N([C@H](C)CO)C[C@@H]2C)cc1	-1.9	-0.7	i	-1.6	nt	-2	4	7	1	-1

Next section.
SMILES	LMPTP block	TbMetRS inhib	Rpn11 block	MsrA inh	Scp1 inh	SUMO1-SIM PPI	CSN inh	NadD inh	DNMT1 inh	STEP block
COc1ccccc1C(=O)COC(=O)c1ccc(-n2cnnn2)cc1	-1.1	-0.3	i	0.2	-4	-2	-8	-7	-2	0
COc1ccc(C(=O)OCC(=O)NCC2CCCCC2)c(OC)c1	-0.9	-0.3	i	0.3	-7	0	1	-5	1	-2
CCC1CCCCN1C(=O)COC(=O)c1ccc(Br)o1 (stereo not drawn)	-1.4	-0.2	i	-0.6	-4	2	2	3	5	-5
CC(C)(C)c1cc(C(c2cccnc2)N2CCN(CCO)CC2)cc(C(C)(C)C)c1O (stereo not drawn)	0.1	-1.0	i	-0.7	-2	-7	7	-6	8	-1
CC(OC(=O)CCc1nc(=O)c2ccccc2n1C)C(=O)NCc1ccc2c(c1)OCO2 (stereo not drawn)	1.0	-0.6	i	-0.3	6	1	-1	-2	1	-1
CCOC(=O)C1=C(C)NC(=S)NC1c1ccsc1 (stereo not drawn)	-0.3	-0.1	i	1.3	-4	-1	6	1	-1	-4
Cc1c(NC(=O)c2cc(Br)ccc2Cl)cccc1-n1cnnn1	-1.0	-0.3	i	-0.5	-3	-1	1	0	5	0
CCC1Sc2ccc(S(=O)(=O)CCC(=O)NCc3ccc(C)o3)cc2NC1=O (stereo not drawn)	-3.3	-0.9	i	-0.4	22	8	3	-1	9	2
CN(C1CCCCC1)S(=O)(=O)c1ccc(NC(=O)C2CCCCC2)cc1	2.5	-1.1	i	1.2	-11	-2	-1	0	6	0
O=C(c1cccs1)N1CCN(c2ccc(F)cc2)CC1	-2.6	0.1	i	-0.2	-2	-2	-3	4	1	8
O=C(COc1ccc2c3c(c(=O)oc2c1)CCC3)NCc1cccnc1	-0.5	-0.4	i	0.4	-5	4	0	-10	3	1

This is a random part of the collection; about 3.9% have a hit in one of these screens.
